NPR2 activator: GC-B (human) receptor activation; P20594; HEK293-GC-B cells, CNP EC30, cGMP TR-FRET; 0% at EC30 CNP, 100% saturating CNP; activation, % at 10 µM; 0.11% of 370,000 active; AID 1920062;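 active = activation at 10 µM reaching about 35% in either raw or pattern-adjusted values, limit read from the data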
GC-A act: GC-A (human) enzyme activation; HEK293 GC-A cells, cGMP TR-FRET, EC30 ANP; 0% at EC30 ANP, 100% saturating ANP; 0.14% of 370,000 active; AID 1671463; activation, % at 10 µM; in the data active = activation above about 40%
rCAG RNA binder: molecules binding r(CAG) RNA repeats; r(CAG) RNA repeat, TO-PRO-1 dye displacement fluorescence; inhibition, % at 3 µM; 1.3% of 370,000 active;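 active = inhibition above the plate cutoff, the mean of all test compounds on that plate plus 3 SD, cut at about 35% in these data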;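 also: 0% = DMSO alone and 100% = 100 µM mitoxantrone as full dye displacement; higher means more dye released from RNA so lower well fluorescence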
UHRF1 binding: UHRF1 methyl-DNA binding inhibition; Q96T88; UHRF1 binding to methylated oligo, TR-FRET; inhibition, % at 4.4 µM; 0.75% of 370,000 active; AID 687016; in the data active = inhibition above about 21%;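 also: UHRF1 SRA domain binding a hemimethylated CpG hairpin DNA probe; 0% = median of test compound wells and 100% = reference inhibitor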
mABHD4 FP: inhibitors of mouse ABHD4; purified mABHD4, FP-Rh probe fluorescence polarization; inhibition, % at 8.92 µM; 0.54% of 370,000 active; AID 720543;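 active = inhibition exceeding the mean over every tested compound plus 3 SD, cut at about 30% in these data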;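 also: 0% = plate median of compound wells and 100% = S159A mutant with DMSO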
Target sequence (Q8VD66 whole entry, looked up): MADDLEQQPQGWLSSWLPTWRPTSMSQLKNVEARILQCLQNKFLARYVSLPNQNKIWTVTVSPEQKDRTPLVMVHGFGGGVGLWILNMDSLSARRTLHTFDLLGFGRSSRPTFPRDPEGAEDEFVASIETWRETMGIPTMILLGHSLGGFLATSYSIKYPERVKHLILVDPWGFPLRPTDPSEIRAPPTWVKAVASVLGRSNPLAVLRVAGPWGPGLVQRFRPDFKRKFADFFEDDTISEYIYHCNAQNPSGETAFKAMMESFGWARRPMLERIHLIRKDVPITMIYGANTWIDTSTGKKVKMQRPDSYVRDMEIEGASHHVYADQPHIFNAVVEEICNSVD
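Doses – 8.92 µM, single dose · Material – wild-type mouse ABHD4 protein · Replication – single well per compound (singlicate) · Measure – percent inhibition of probe binding, normalized to plate controls · Schedule – 45 min compound pre-incubation plus 60 min probe step, 25 °C · Detection – fluorescence polarization with parallel and perpendicular emission, 525/598 nm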
MBD2 DNA inh: blocks human MBD2 binding to methylated DNA; TR-FRET, MBD2 binding to methylated oligonucleotide; inhibition, % at 4.4 µM; 0.31% of 370,000 active; AID 686964; in the data active = inhibition above about 13%
HTRA1 inh: HTRA1 (human) protease inhibition | 0.5% of 340,000 active | inhibition, % at 5.96 µM | recombinant HTRA1, FP-rhodamine activity-based probe, fluorescence polarization; in the data active = inhibition above about 36%;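 also: 0% = enzyme with DMSO and 100% = wells lacking enzyme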
PRMT1 FP inh: inhibitors of human PRMT1; recombinant PRMT1, activity-based probe fluorescence polarization; 1.3% of 370,000 active; inhibition, % at 2.79 µM; AID 652257;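 active = inhibition above about 21% made by adding two undisclosed values, limit read from the data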
SIAE primary: blocks human sialic acid acetylesterase; Q9HAT2; SIAE FP-Rh probe binding, fluorescence polarization; inhibition, % at 9.66 µM; 0.69% of 370,000 active;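 active = inhibition above a cutoff: mean of compounds within the control limits plus 3 SD of those, cut at about 17% in these data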;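 also: 0% = plate median of compound wells and 100% = probe without SIAE protein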
Target sequence (Q9HAT2 whole entry, looked up): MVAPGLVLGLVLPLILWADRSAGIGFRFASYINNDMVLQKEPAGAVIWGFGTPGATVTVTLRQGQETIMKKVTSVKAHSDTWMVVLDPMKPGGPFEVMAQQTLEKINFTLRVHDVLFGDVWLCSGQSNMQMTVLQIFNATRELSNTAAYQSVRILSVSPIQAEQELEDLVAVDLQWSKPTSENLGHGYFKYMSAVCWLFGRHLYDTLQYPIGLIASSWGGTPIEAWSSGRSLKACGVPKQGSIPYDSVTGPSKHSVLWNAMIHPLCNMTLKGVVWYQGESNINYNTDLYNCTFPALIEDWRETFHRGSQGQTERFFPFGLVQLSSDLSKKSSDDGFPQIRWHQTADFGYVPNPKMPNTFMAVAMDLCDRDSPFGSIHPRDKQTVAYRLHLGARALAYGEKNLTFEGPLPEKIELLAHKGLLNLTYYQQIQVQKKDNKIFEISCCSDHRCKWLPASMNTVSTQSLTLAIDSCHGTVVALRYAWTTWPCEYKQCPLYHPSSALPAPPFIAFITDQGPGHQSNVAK
TCR-CD3 inh: inhibitors of human TCR-CD3 interaction; TAMRA-labeled TCR probe fluorescence, biochemical; inhibition, % at 9.4 µM; 0.37% of 360,000 active; in the data active = inhibition above about 19%;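 also: recombinant mutant TCR 2C K166C tagged with TAMRA read by polarization; 0% = receptor in buffer alone and 100% = receptor with positive control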
Numbers without * were called inactive; nt = no result given. The list is partial, so the mix of outcomes need not match the whole.

Start of the listing, in advance, 5 compounds:
SMILES	NPR2 activator	GC-A act	rCAG RNA binder	UHRF1 binding	mABHD4 FP	MBD2 DNA inh	HTRA1 inh	PRMT1 FP inh	SIAE primary	TCR-CD3 inh
Cc1ccc(CCNC(=O)C2CCC(=O)N(Cc3ccccc3F)C2)o1 (centres undefined)	-1.2	-2.5	-2.3	-1.8	1.3	-2.8	2.6	15.8	3.4	2.1
COc1ccccc1NC(=O)CCn1c(=O)c2cccn2c2ccccc21	-7.7	-10.4	-1.8	-1.5	-3.6	-5.4	-3.6	6.0	2.4	-9.9
CC(Oc1cc2oc(=O)c3c(c2cc1Cl)CCCC3)C(=O)NCc1cccnc1 (centres undefined)	-13.3	-14.1	-1.1	-1.8	1.5	-1.9	11.3	-3.4	12.0	1.7
COC(=O)C1NN=C(C(=O)c2ccc(Br)cc2)C1c1cccc(Br)c1 (centres undefined)	-13.0	-28.6	6.1	-4.5	-20.8	0.1	-52.7	0.9	-11.4	-4.8
CN(C)CCN[C@H]1CCC2C3CC=C4C[C@@H](O)CC[C@]4(C)C3CC[C@@]21C (some centres undefined)	-6.1	-5.4	1.3	-1.8	-1.5	2.0	2.5	-0.6	5.6	3.4

This part in full, previewed entries included:
SMILES	NPR2 activator	GC-A act	rCAG RNA binder	UHRF1 binding	mABHD4 FP	MBD2 DNA inh	HTRA1 inh	PRMT1 FP inh	SIAE primary	TCR-CD3 inh
Cc1ccc(CCNC(=O)C2CCC(=O)N(Cc3ccccc3F)C2)o1 (centres undefined)	-1.2	-2.5	-2.3	-1.8	1.3	-2.8	2.6	15.8	3.4	2.1
COc1ccccc1NC(=O)CCn1c(=O)c2cccn2c2ccccc21	-7.7	-10.4	-1.8	-1.5	-3.6	-5.4	-3.6	6.0	2.4	-9.9
CC(Oc1cc2oc(=O)c3c(c2cc1Cl)CCCC3)C(=O)NCc1cccnc1 (centres undefined)	-13.3	-14.1	-1.1	-1.8	1.5	-1.9	11.3	-3.4	12.0	1.7
COC(=O)C1NN=C(C(=O)c2ccc(Br)cc2)C1c1cccc(Br)c1 (centres undefined)	-13.0	-28.6	6.1	-4.5	-20.8	0.1	-52.7	0.9	-11.4	-4.8
CN(C)CCN[C@H]1CCC2C3CC=C4C[C@@H](O)CC[C@]4(C)C3CC[C@@]21C (some centres undefined)	-6.1	-5.4	1.3	-1.8	-1.5	2.0	2.5	-0.6	5.6	3.4
CCc1cc(=O)oc2cc(C)cc(OC(C)C(=O)NC3CC(C)(C)NC(C)(C)C3)c12 (centres undefined)	-9.3	-7.3	2.2	-2.3	0.0	-4.4	0.8	-1.4	-0.3	2.3
Cc1nn(-c2ccccc2)c(N)c1C(O)(C(F)(F)F)C(F)(F)F	3.5	2.0	0.7	-0.3	-8.3	0.0	3.5	2.4	-1.2	6.6
Cc1cccc(C(=O)NCC(=O)N2CCN(c3ccc(Cl)cc3)CC2)c1	-8.6	-7.6	-5.9	1.2	-13.0	7.0	1.1	7.3	-12.8	-7.9
Cc1ccc(OCCN2CCN(c3ncnc4sc(C)c(C)c34)CC2)cc1	9.0	1.6	-4.0	0.7	-5.6	5.0	-32.5	2.8	-10.8	-15.1
O=C(NCC(=O)N1CCN(c2ccccn2)CC1)c1ccc(Br)o1	-0.2	-2.3	-1.4	-0.1	-2.4	0.4	0.8	-0.9	-1.1	7.7
CC(=O)Oc1ccc2c(=O)c(/C=N/c3cc(=O)[nH]c(=S)[nH]3)coc2c1	0.3	3.9	12.2	1.1	-3.3	-0.3	-1.4	2.1	-2.9	17.3
COc1cccc(C(=O)Nc2cc3c4c(c2)CC(=O)N4CCC3)c1	0.0	-4.6	3.8	1.7	1.4	-0.7	-4.1	2.5	-6.2	3.3
Cc1cccc(C)c1NC(=O)C1c2ccccc2OCC(=O)N1Cc1ccc2c(c1)OCO2 (centres undefined)	-2.2	-4.0	4.3	5.8	-2.5	0.0	nt	-0.6	0.5	-12.3
Cc1n[nH]c(C)c1S(=O)(=O)N1CCCC(C(=O)NCc2ccccc2Cl)C1 (centres undefined)	1.6	-0.8	-2.1	-2.9	-3.6	-6.4	1.7	-2.4	7.3	-6.9
CC(=O)N(CCC(Cc1ccccc1)c1ccc2c(c1)OCO2)Cc1ccc(Cl)cc1 (centres undefined)	-12.3	-14.3	-1.2	0.6	-10.3	1.4	-38.8	2.1	-3.4	-10.5
Cc1ccc(C23CC4CC(CC(NC(=O)N5CCN(C)CC5)(C4)C2)C3)cc1	-4.8	1.1	-12.4	3.1	3.0	1.1	-1.4	1.8	-2.5	-12.0
CCOc1ccc(C2/C(=C(/O)c3ccc(F)cc3)C(=O)C(=O)N2CCCN(C)C)cc1 (centres undefined)	5.9	-0.3	4.2	10.1	5.3	0.5	-0.5	-5.7	-3.0	2.1
CCSC1=NCCN1S(=O)(=O)c1ccc(F)cc1	1.3	0.8	-2.7	2.0	6.5	3.3	1.4	-3.6	1.5	3.7
O=C(Nc1ccc(S(=O)(=O)N2CCOCC2)cc1)c1ccc(Cl)cc1Cl	4.5	4.9	2.2	0.1	-0.1	1.7	2.4	-0.1	-6.1	5.8
Cc1c(NS(=O)(=O)c2ccc([N+](=O)[O-])cc2)c(=O)n(-c2ccccc2)n1C	-1.0	-1.8	-4.6	6.1	-10.9	1.6	14.9	7.5	3.0	-5.9
COc1ccccc1C(=O)Nc1ccc2c(c1)CN(C(=O)CSC)CC2	-9.4	-3.8	-5.2	-1.0	-3.7	-1.6	3.6	-1.7	-2.6	4.8
c1cc2c(cc1Oc1nc(N3CCOCC3)nc(N3CCOCC3)n1)OCO2	-0.3	2.0	-2.6	-1.2	1.6	-0.8	-5.2	1.1	2.5	2.6
CCOc1cc(OCC)cc(C(=O)NC(=S)Nc2cccc(C(F)(F)F)c2)c1	-3.7	-6.3	4.3	1.8	-4.7	-2.4	-7.7	-2.1	-5.8	-4.1
Cc1cccc(N(CC(=O)NC2CC2)S(=O)(=O)c2ccc(Cl)cc2)c1	-10.6	-14.7	-3.0	1.1	-6.8	-0.2	-0.9	-0.3	-6.5	10.7
O=C(OCC#CCSc1nnc(-c2cccc3ccccc23)o1)c1ccc(F)cc1	-5.4	-2.6	5.9	-0.6	-1.5	-1.6	-1.5	0.9	-10.2	-1.9

Remaining list, next part.
SMILES	NPR2 activator	GC-A act	rCAG RNA binder	UHRF1 binding	mABHD4 FP	MBD2 DNA inh	HTRA1 inh	PRMT1 FP inh	SIAE primary	TCR-CD3 inh
CC(=O)Nc1nonc1-n1nnc(C(=O)NCc2ccccc2)c1C	4.9	-3.4	3.6	-1.9	2.8	0.6	-7.3	0.3	-8.6	4.7
CCCc1nnc(SCC(=O)N2CCOCC2)n1Cc1ccco1	4.5	0.5	-1.8	-0.4	5.4	-1.4	3.0	1.2	-1.8	1.3
CSc1ncc(CN2CCc3c([nH]c4ccccc34)C2c2cccc(C)n2)cn1 (centres undefined)	2.8	-6.8	-1.5	-4.3	3.2	-7.1	-18.7	-0.2	2.1	7.0
Cc1ccc(S(=O)(=O)CCC(=O)OCC(=O)NCc2ccccc2)cc1	3.5	0.1	-2.1	-0.1	1.2	1.6	0.3	-1.1	1.4	1.3
NC(=O)Cc1cccc(C(=O)c2ccccc2)c1N	-4.7	0.4	2.5	0.5	3.6	2.6	nt	4.6	-3.0	nt
CON(C)S(=O)(=O)c1ccc2c(c1)N(Cc1ccc(C)cc1)C(=O)C1CCCN21 (centres undefined)	6.9	-2.5	13.5	0.0	0.2	-4.8	-24.2	2.7	-17.5	-0.8
COc1ccc(N2CC(C(=O)N[C@H](C(=O)NC3CCCC3)C(C)C)CC2=O)cc1 (some centres undefined)	2.0	3.9	-5.4	-0.7	-1.2	-3.8	2.4	-1.0	9.0	0.2
CN(CC(=O)Nc1c(Cl)cccc1Cl)C(=O)c1ccc(-n2cncn2)c([N+](=O)[O-])c1	0.4	5.2	1.6	-1.5	3.0	-5.6	-0.2	2.3	-1.7	-1.5
COc1cc(-c2cc(C(=O)Nc3cccc(S(=O)(=O)N(C)C)c3)c3ccccc3n2)cc(OC)c1OC	5.3	5.4	1.0	0.7	-2.9	-6.0	-9.4	-3.1	-0.1	0.3
Cc1nnc(Cc2ccccc2)c2n[nH]c(C)c12	18.9	21.5	3.8	-0.9	-0.9	-0.1	3.5	-6.3	1.3	4.4
CCCSc1ncnc2[nH]ncc12	-3.7	0.4	-0.2	-0.3	-2.6	-2.2	0.6	5.0	-0.4	-3.5
O=S1(=O)CCN(Cc2cccc(Cl)c2)CC1	-4.7	1.5	-5.4	2.2	7.1	2.8	5.9	1.4	-3.7	2.4
Cc1ccc(-n2nccc2-c2nn(-c3cccc(C(F)(F)F)c3)c(=O)n(C)c2=O)cc1	12.8	-6.1	-1.7	-0.5	-1.0	-6.4	-1.2	-1.5	-1.5	-1.2
O=C(OC1CCOC1=O)c1ccc2ccccc2n1 (centres undefined)	4.0	0.5	1.3	0.2	-3.1	-5.6	-0.8	1.1	4.2	5.8
O=S(=O)(Nc1ccc(Cl)c(C(F)(F)F)c1)c1cnc[nH]1	-1.0	-0.1	5.7	4.2	-12.2	-5.5	3.5	-2.0	-3.7	-1.9
O=C(c1ccco1)N1CCN(C(=O)c2ccc(CS(=O)c3ccc(Br)cc3)o2)CC1 (centres undefined)	-6.8	3.5	1.4	-0.2	4.6	-0.8	5.9	-0.8	0.4	-4.3
CC(C)C[C@@H](CSc1ccc(Br)cc1)N1CCN(CC(C)C)CCC1=O	4.7	1.3	-11.1	-0.3	-4.3	1.8	-8.7	1.4	2.4	-4.7
Cc1ccc(S(=O)(=O)Cc2c(C)noc2C)cc1	-0.2	-0.4	-1.4	-1.5	-3.1	0.0	2.1	0.9	-1.9	4.2
CCC1C(=O)N=C(SCC(=O)Nc2ccc(C(=O)OC)cc2)NC1=O (centres undefined)	1.4	5.6	6.3	-0.8	6.1	3.6	-0.6	11.0	-11.7	-3.3
c1ccc(Nc2nc(Nc3ccccc3)nc(N3CCNCC3)n2)cc1	-4.3	-3.9	8.8	2.9	-0.6	-2.5	-34.0	-3.2	-18.0	4.2
O=C(O)C1OCC2(CO1)COC(C(=O)O)OC2 (centres undefined)	4.5	-2.0	0.1	-0.2	6.9	2.6	0.4	-1.1	-2.0	-7.2
COC(=O)c1ccc(C(=O)OC)c(NC(=S)N2CCCC2)c1	-5.3	-2.7	-0.8	0.2	-18.6	5.5	0.1	6.5	-5.8	-5.8
COc1ccc(CNC(=O)c2ccc(Br)cc2)cc1	-0.2	-1.1	-1.4	-3.7	-3.2	2.4	nt	-3.5	2.9	5.4
Cc1nn(CC(=O)NCc2ccc(C(=O)O)cc2)c(C)c1[N+](=O)[O-]	3.5	-0.6	0.4	1.0	5.8	-2.0	0.6	-0.6	2.8	-2.1
O=C(O)CSc1nnc(CNc2cccc(C(F)(F)F)c2)n1Cc1ccco1	9.4	3.2	18.4	1.0	7.3	1.8	2.4	5.2	3.4	-2.1
O=[N+]([O-])C1=CC=C2C(=NC3(CCCCC3)N2O)C1=NCCc1ccccc1	-8.0	-2.0	1.3	-3.8	6.9	-0.3	1.9	-3.5	8.0	5.9
Cc1cc(Cl)ccc1C(O)c1ncc(-c2cccc(C(F)(F)F)c2)[nH]1 (centres undefined)	-2.3	-4.3	1.8	2.5	-19.4	5.9	nt	2.1	-10.0	-6.8
O=C(c1ccccc1)c1ccc(CN2C(=O)c3ccccc3C2=O)o1	-1.1	-6.5	-2.3	6.0	-3.5	7.5	-3.2	5.2	-1.1	-0.5
CCSc1ncc(Cl)c(C(=O)N(Cc2ccc(N(C)C)cc2)C2CCS(=O)(=O)C2)n1 (centres undefined)	-1.8	-1.4	-4.7	2.3	4.4	-6.8	-4.2	1.1	-0.5	-9.2
O=C(CN1CCN(Cc2ccc3c(c2)OCO3)CC1)Nc1ccc(F)cc1	1.3	-3.6	-11.7	-1.9	-3.5	2.0	9.9	-5.7	15.1	1.9

Bioassay records from PubChem BioAssay.
